Screens as filed in PubChem BioAssay.
L929 necroptosis – L929 zVAD cell death inhibition; 220,000 compounds, 0.38% hits; L929 zVAD necroptosis rescue, ATP luminescence, 24 h; with zVAD 60 µM; viability rescue, % at 10 µM;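 active = activation, scaled between plate controls, above about 75%, limit read from the data; inactive = activation under that limit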;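 also: 0% = zVAD with DMSO and 100% = DMSO alone without zVAD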
FXIa inh 1536 – blocks human coagulation factor XIa protease activity; P03951; purified FXIa, Boc-Glu-Ala-Arg-AMC fluorogenic substrate; inhibition, % at 5 µM; 220,000 compounds, 0.14% hits;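 active = inhibition of at least 40%; inactive = inhibition below 40%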;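 also: fluorescence of freed AMC excited at 355 nm; 0% = enzyme without compound and 100% = no enzyme blank; many of its hits are not listed in these tables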
Wee1 degr inh – inhibitors of human Wee1 degradation | P30291 | AID 1321 | 220,000 compounds, 1.2% hits | HeLa Luc-Wee1K328M stability, luciferase luminescence; 100% = proteasome inhibitor MG132 effect | reporter increase, % at 5 µM;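 active = activation above the mean of all tested compounds plus 3 SD, set per screening run, cut at about 8.8% in these data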;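 also: cells exposed to compound for 20 h before luminescence read; 0% = DMSO alone and 100% = MG132 at 30 µM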
Target sequence (P30291 whole entry K328M): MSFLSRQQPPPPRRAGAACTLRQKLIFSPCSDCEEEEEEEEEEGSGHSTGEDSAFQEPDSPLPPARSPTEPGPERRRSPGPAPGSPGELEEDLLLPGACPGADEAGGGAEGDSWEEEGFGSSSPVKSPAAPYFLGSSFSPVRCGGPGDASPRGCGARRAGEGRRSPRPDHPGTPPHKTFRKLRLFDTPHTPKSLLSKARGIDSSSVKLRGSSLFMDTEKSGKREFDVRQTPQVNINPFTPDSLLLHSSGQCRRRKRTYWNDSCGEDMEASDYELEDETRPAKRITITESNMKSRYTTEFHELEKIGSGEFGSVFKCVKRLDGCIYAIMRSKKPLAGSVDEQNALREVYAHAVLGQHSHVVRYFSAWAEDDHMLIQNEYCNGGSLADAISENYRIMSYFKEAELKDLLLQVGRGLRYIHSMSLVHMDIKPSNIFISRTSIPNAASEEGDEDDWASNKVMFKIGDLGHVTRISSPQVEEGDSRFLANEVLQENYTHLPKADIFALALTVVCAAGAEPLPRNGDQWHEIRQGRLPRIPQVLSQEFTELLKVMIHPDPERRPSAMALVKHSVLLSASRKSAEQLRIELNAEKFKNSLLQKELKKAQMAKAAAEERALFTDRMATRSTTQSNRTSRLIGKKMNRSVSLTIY
CHOP inh – CHOP inhibition in unfolded protein response. CHO-K1 CHOP-promoter luciferase, tunicamycin-induced, 15-18 h. AID 2732. 220,000 compounds, 3.8% hits. inhibition, % at 10 µM;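 active = compounds that reduced the stress-induced luciferase reporter signal by more than about 70% of percent inhibition, limit read from the data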;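 also: 0% = tunicamycin plus vehicle and 100% = wells without tunicamycin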
TNF necrop inh – TNF-alpha cell death inhibition in Jurkat FADD-/- cells; Jurkat FADD-/- TNF necroptosis rescue, ATP luminescence, 24 h; 0 = TNF only, 100 = no-TNF cells; activation (protection from cell death), % at 10 µM; 220,000 compounds, 0.068% hits;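 active = activation, meaning protection from cell death, of at least 50% relative to plate controls; inactive = activation below 50%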;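 also: necroptosis triggered by 40 ng/mL TNF-alpha added together with compound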
EP2 antag – blocks the human prostaglandin E2 receptor EP2 | P43116 | C6 glioma cells expressing human EP2, cAMP TR-FRET; cells stimulated with saturating PGE2 | inhibition, % at 25 µM | 260,000 compounds, 0.52% hits | AID 1422;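 active = percent inhibition above 40 after rounding to a whole number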;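 also: rat C6 glioma host cells with rolipram phosphodiesterase inhibitor present; the protocol text gives 20 µM as final concentration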
Target sequence (P43116 whole entry, looked up): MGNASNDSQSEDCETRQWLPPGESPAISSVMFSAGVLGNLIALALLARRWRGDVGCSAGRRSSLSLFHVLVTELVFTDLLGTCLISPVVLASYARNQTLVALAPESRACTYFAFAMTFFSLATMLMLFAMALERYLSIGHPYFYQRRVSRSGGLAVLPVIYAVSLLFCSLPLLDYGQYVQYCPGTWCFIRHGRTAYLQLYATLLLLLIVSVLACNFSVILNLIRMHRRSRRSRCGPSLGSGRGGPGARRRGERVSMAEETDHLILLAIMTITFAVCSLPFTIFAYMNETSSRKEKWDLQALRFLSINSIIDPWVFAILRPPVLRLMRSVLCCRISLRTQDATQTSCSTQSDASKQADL
FXIIa inh – factor XIIa (human) inhibition; purified FXIIa, Boc-QGR-AMC fluorogenic substrate, 2 h; 220,000 compounds, 0.3% hits; inhibition, % at 5 µM; P00748; in the data active = inhibition above about 40%;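 also: 0% = enzyme with no compound and 100% = blank without enzyme; many of its hits are not listed in these tables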
Tb hexokinase – blocks Trypanosoma brucei hexokinase 1 activity; recombinant TbHK1, G6PDH-coupled NADH A340; inhibition, % at 10 µM; 220,000 compounds, 0.11% hits;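 active = inhibition of 50% or more in the single-dose primary screen; inactive = inhibition below 50%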
PPC-1+TRAIL kill – PPC-1 cancer cell killing with TRAIL present. PPC-1 cells + TRAIL, ATPLite viability luminescence. cell killing (% activity), % at 4 µM. AID 1443. 220,000 compounds, 0.41% hits;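 active = cell killing above 50% in the first pass at 4 µM, then a duplicate retest at 5 µM averaging 50% or more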;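 also: plate controls were cells with TRAIL plus DMSO for no effect and medium-only wells lacking cells for full effect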
* = called active by the depositor; . = no result given; & = joins results of further samples.

mol	L929 necroptosis	FXIa inh 1536	Wee1 degr inh	CHOP inh	TNF necrop inh	EP2 antag	FXIIa inh	Tb hexokinase	PPC-1+TRAIL kill
CCC(C)[C@H](NC(=O)NCCCOC(C)C)C(=O)OC (stereo partly specified)	-0.2	3	3	4	-0.3	4	8	-6	16
CC(=O)C1=C(O)C(=O)N(c2cc(C(C)(C)C)on2)C1c1ccc(C(C)C)cc1 (stereo unspecified)	0.8	-6	-3	72*	-2.6	9&23	-5	-6	-24
CCOc1ccc(N(Cc2ccc(OC)c(OC)c2)C(=O)c2ccco2)cc1	-0.3	-3	-2	-1	0.8	6	8	5	4
Cc1cccc(NC(=O)CSc2nnc(-c3ccccc3)n2N)c1C	0.8	15	-2	1	-0.4	11	23	-2	26
Oc1ccc(Cc2ncc(C(F)(F)F)cc2Cl)cc1	0.8	-1	4	37	17	5	9	-1	13
Cc1cc(C)cc(NC(=S)N(CCN(C)C)Cc2cccs2)c1	-0.6	-1	-3	31	1.9	6	8	6	13
COc1cc(NC(=S)Nc2cccc(C)n2)cc(OC)c1OC	15	-2	-1	41	2.3	10	-8	10	1
Cc1cc(/C=C2\SC(=S)NC2=O)c(C)n1C1CC1	1.0	0	2	-10	-2.6	.	20	-3	-14

Reprinted from the entries so far for reference:
mol	L929 necroptosis	FXIa inh 1536	Wee1 degr inh	CHOP inh	TNF necrop inh	EP2 antag	FXIIa inh	Tb hexokinase	PPC-1+TRAIL kill
Cc1cccc(NC(=O)CSc2nnc(-c3ccccc3)n2N)c1C	0.8	15	-2	1	-0.4	11	23	-2	26
Oc1ccc(Cc2ncc(C(F)(F)F)cc2Cl)cc1	0.8	-1	4	37	17	5	9	-1	13
Cc1cc(C)cc(NC(=S)N(CCN(C)C)Cc2cccs2)c1	-0.6	-1	-3	31	1.9	6	8	6	13
COc1cc(NC(=S)Nc2cccc(C)n2)cc(OC)c1OC	15	-2	-1	41	2.3	10	-8	10	1
Cc1cc(/C=C2\SC(=S)NC2=O)c(C)n1C1CC1	1.0	0	2	-10	-2.6	.	20	-3	-14

Further results follow.
mol	L929 necroptosis	FXIa inh 1536	Wee1 degr inh	CHOP inh	TNF necrop inh	EP2 antag	FXIIa inh	Tb hexokinase	PPC-1+TRAIL kill
O=C1CC(c2ccccc2)CC(O)=C1C=NCC1CCCO1 (stereo unspecified)	-0.3	-2	-1	-10	1.2	-3	3	-1	9
CCOC(=O)N1CCC(=NNC(=O)c2ccc(O)cc2)CC1	0.7	12	-3	-12	-1.4	4	9	-1	-1
CCOCCCNC(=O)C(c1ccc(C)cc1)N1CCOCC1 (stereo unspecified)	0.5	1	.	24	0.1	8	12	-5	8
Cc1cccc(C(=O)Oc2ccc(/C=N/NC(=O)c3ccncc3)cc2)c1	2.9	-2	-2	21	2.6	3	4	-5	-7
COc1ccc(NC(=O)CSc2nc3cccnc3n2C)cc1	0.3	3	-1	8	1.1	1	9	-4	12
O=S(=O)(NCCc1ccccc1)c1ccc(Cl)nc1	0.7	-7	-1	16	1.9	7	-2	31	10
COC(=O)c1c(NC(=S)Nc2ccc(F)cc2[N+](=O)[O-])sc2c1CCCCC2	0.1	6	1	31	0.8	13	14	-18	19
O=C(O)c1c2c(nc3ccc(S(=O)(=O)N4CCC(C(=O)NC5CCCCCC5)CC4)cc13)CCCC2	0.3	-3	-2	5	-0.7	2	9	-9	-4

Grouped by structure: the compounds so far containing a Cl atom (2)
mol	L929 necroptosis	FXIa inh 1536	Wee1 degr inh	CHOP inh	TNF necrop inh	EP2 antag	FXIIa inh	Tb hexokinase	PPC-1+TRAIL kill
Oc1ccc(Cc2ncc(C(F)(F)F)cc2Cl)cc1	0.8	-1	4	37	17	5	9	-1	13
O=S(=O)(NCCc1ccccc1)c1ccc(Cl)nc1	0.7	-7	-1	16	1.9	7	-2	31	10

(cont.)
mol	L929 necroptosis	FXIa inh 1536	Wee1 degr inh	CHOP inh	TNF necrop inh	EP2 antag	FXIIa inh	Tb hexokinase	PPC-1+TRAIL kill
CCN1CCC(=NNC(=O)CC23CC4CC(CC(C4)C2)C3)CC1	0.4	4	-2	-8	0.6	13	9	7	12
Oc1[nH]c2ccccc2c1C=Nc1ccccc1	67	2	1	9	-4.2	20	9	-32	14
Cc1cnc(C(=O)OCC(=O)Nc2ccc(C)c(S(=O)(=O)N(C)C)c2)cn1	0.4	-3	1	1	-0.9	2	11	5	6
O=C(O)Cc1ccc2sc(-c3ccccc3)nc2c1	1.0	9	2	-2	-1.0	16	11	24	9
CC(C)C[C@H](NC(=O)c1nc[nH]c1C(=O)NCC(=O)OC(C)(C)C)C(=O)OC(C)(C)C	1.2	-3	.	84*	5.8	13	4	-5	3
Cc1ccc(NC2=NC3(CCCC3)N=C(N)N2)c(C)c1	0.9	-1	0	3	-3.8	6	.	5	-1
COc1ccc(S(=O)(=O)n2nc(OC(=O)c3cccs3)cc2N)cc1	0.8	38	0	17	-0.5	8	19	3	16
COc1ccc(N=C2C(=O)Nc3c(C)cccc32)cc1	0.0	5	-3	-24	-2.1	-2	1	-1	-14
Cc1cc(NC(=O)CSc2nc3ccccc3n2CC(=O)N2CC(C)CC(C)C2)no1 (stereo unspecified)	-0.1	-7	2	2	1.8	3	-2	0	-3
COc1ccccc1C=NC(CO)C(O)c1ccc([N+](=O)[O-])cc1 (stereo unspecified)	-0.2	4	0	-5	-0.8	9	10	-7	-23
Cc1cc(C)n(CCNC(=O)CC2C(=O)NCCN2Cc2ccc(C)o2)n1 (stereo unspecified)	-0.5	-5	3	17	-0.4	3	9	-6	24
O=C1OCC/C1=C\c1ccc2c(c1)OCO2	0.5	9	-2	11	2.5	8	3	-51	11
CCCn1c(SCc2ccccc2)nc2c1c(=O)[nH]c(=O)n2C	-0.6	5	-3	8	-7.0	9	1	-4	35
CC1=CC(C)C(C(=O)O)C(C(=O)O)C1 (stereo unspecified)	0.2	16	1	-7	-2.9	2	23	-1	-2
CC(C(=O)NCCN1C(=O)S/C(=C\c2cccnc2)C1=O)N1C(=O)c2ccccc2C1=O (stereo unspecified)	0.7	3	-2	14	1.4	5	10	-22	-4
CCOc1ncccc1C(=O)OCC(=O)N(CC(C)C)C1CCS(=O)(=O)C1 (stereo unspecified)	0.0	-3	2	-24	0.6	3	0	-1	6
CN(C(=O)COc1ccccc1)c1nnc(C23CC4CC(CC(C4)C2)C3)s1	.	17	-2	-3	3.2	10	19	-1	26
Cc1cc(NC(=O)c2ccccc2)ncc1NC(=O)c1cccs1	0.1	-6	2	33	-1.4	12&6	3	-4	16
O=C(NC1CC1)C1=C[C@@H](c2c[nH]c3ccccc23)C[C@@H](OCc2ccc(CO)cc2)O1	0.9	0	.	0	0.9	12	2	-4	12
CCn1cc(CNC(=O)c2cc([N+](=O)[O-])c(C)c([N+](=O)[O-])c2)cn1	0.1	2	4	-29	1.6	7	3	-5	7
Cc1ccc(NC(=O)c2nc[nH]c2C(=O)N[C@@H](CCCCNC(=O)OC(C)(C)C)C(=O)OC(C)(C)C)cc1	0.3	-4	.	61	0.2	9	3	-10	7
COc1ccccc1-c1coc2cc(O)cc(O)c2c1=O	0.0	2	1	45	-5.5	16	13	-18	-5
Cc1csc(SCC(=O)NC(=O)NCc2ccccc2)n1	-0.3	6	-2	27	3.4	12	8	-3	26
N#CCC(CNc1ncc(C(F)(F)F)cc1Cl)OC(=O)c1ccc(Cl)cc1Cl (stereo unspecified)	0.8	-5	-3	61	1.1	9	-3	8	-2
O=C(O)CCCCNCc1ccccc1	0.2	-1	1	-20	0.1	5	-6	3	22
Cc1ccc(NC(=O)/C=C\C(=O)NCC(=O)O)cc1	0.9	-6	2	13	0.5	4	1	-2	-3
Cc1cc(C)c(S(=O)(=O)N2CCOCC2)cc1C	0.4	9	-1	-14	-0.7	6	10	4	14
CN(CC(=O)Nc1cccc2c1CCCC2)S(=O)(=O)c1ccc(Br)cc1	0.5	0	-1	24	-1.7	9	20	6	18
O=C1C(Cl)=C(NCC2CCCO2)C(=O)N1CCc1ccccc1 (stereo unspecified)	0.0	1	2	31	-2.5	10	15	1	5
Cc1nn(Cc2c(F)c(F)c(F)c(F)c2F)c(C)c1NC(=O)c1ccc(COc2ccccc2Cl)cc1	-0.3	2	2	25	-3.2	9	24	3	13
Cc1[nH]n(-c2ccccc2)c(=O)c1C(c1ccc(O)c([N+](=O)[O-])c1)c1c(C)[nH]n(-c2ccccc2)c1=O	0.1	.	-3	.	-6.5	19	.	-9	.
O=C(Cn1nnc2ccccc21)NCc1ccccc1	-0.7	-3	-1	28	-0.6	14	0	2	20
N/C(CC1CC1(Cl)Cl)=N\OC(=O)c1ccccc1 (stereo unspecified)	0.4	-1	-3	3	3.4	8	3	1	19
O=C(CN1C(=O)C2C3C=CC(C3)C2C1=O)NC1CCCc2ccccc21 (stereo unspecified)	-0.3	-3	-1	4	2.1	15	14	37	16
CCn1c(SCC(=O)Nc2nc3ccc(OC)cc3s2)nc2c1c(=O)n(C)c(=O)n2C	6.2	6	-2	84*	-6.2	4	13	-10	1
CC(CCc1ccccc1)NC(=O)c1ccccc1 (stereo unspecified)	-0.5	-17	-2	22	0.7	16	-13	1	12
CCOC(=O)C(C)(C)N(Cc1cccc(C)c1)S(=O)(=O)c1cccc([N+](=O)[O-])c1	-0.3	23	2	1	1.8	5	25	1	7
O=C(NCc1ccccc1)C1=C[C@@H](c2csc3ccccc23)C[C@@H](OCc2ccc(CO)cc2)O1	2.0	-3	-1	45	-7.7	10	3	4	14
C=CCn1c(CCC(O)CCCCC)n[nH]c1=S (stereo unspecified)	0.9	2	-2	24	1.4	11	13	39	2
CC(=O)Nc1ccc(C(=O)Nc2cc(C(F)(F)F)ccc2-n2cnc3ccccc32)cc1	0.4	-1	6	20	0.3	11	13	-3	27
CCOC(=O)CNC(=S)N(Cc1cccs1)C1CCCC1	-0.3	4	-3	14	1.1	4	8	-3	-2
CN1C(=S)SC(C)(C)C1/[N+]([O-])=C/c1cccnc1 (stereo unspecified)	-0.3	-3	3	49	-3.3	12	16	1	18
COc1ccc(/C=N/N2CCOCC2)cc1OCc1ccccc1	0.8	-5	0	21	0.1	4	-1	-1	5
CCCCn1c(SCC(=O)Nc2ccc3c(c2)OCO3)nc2c1c(=O)n(C)c(=O)n2C	-0.3	3	-3	38	-3.1	10	11	-4	12
Cc1ccc(CN2CCN(/N=C/C(Br)=C\c3ccccc3)CC2)cc1	0.4	-2	0	10	-1.3	7	-3	-19	12
O=C(Nc1nc2ccccc2s1)c1cccc(S(=O)(=O)N2CCc3ccccc32)c1	-0.5	27	0	-8	-2.5	10	27	-24	0

A portion of the library; count on the stated rates, not on these rows.
